# Bioassay records as filed in PubChem BioAssay.
# LDHA block: qHTS assay for inhibitors of human lactate dehydrogenase; purified LDHA, NADH/diaphorase-resazurin fluorescence; stronger effect = lower value; activity change, % (values are at about 110 or 230 µM); 480,000 compounds, 0.15% hits; L-lactate dehydrogenase A chain (Homo sapiens), P00338; in the data active means activity change below about -30%; inconclusive means mostly about -25% to -30%;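 further: plate controls were DMSO wells for no effect and wells without enzyme for full effect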
#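 LDH5 2 nM; NADH 0.06 mM, pyruvate 0.2 mM; 200 mM Tris pH 7.4, EDTA, Tween-20; 5 min RT. Detection: diaphorase 0.133 mg/mL + resazurin 37 µM, fluorescence ex540/em590 at 0 and 20 min; normalized to enzyme-free and DMSO wells.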
# The depositor's hits bear a star; ? = inconclusive.
item	molecule	LDHA block
1	COc1ccc(OC)c(CN2C(=O)CN(S(C)(=O)=O)CC2(C)C(=O)NC(C)C)c1 (centres undefined)	5
2	CCN(CC)C(=O)Oc1ccc2c(C)c(-c3ccccc3)c(=O)oc2c1	13
3	CCc1nc2ccc(C(=O)Nc3ncccc3O)cc2nc1CC	21
4	CCn1c(CSc2nccc(C)n2)nc2cc(NC(=O)c3cccc(Br)c3)ccc21	-9
5	CCN(CC)S(=O)(=O)c1ccc(C(=O)Nc2c(C)cc(Br)cc2Cl)cc1	-7
6	Cc1cc(C)cc(Nc2nc(NC3CCCCCC3)nc3c2cnn3-c2ccccc2)c1	7
7	CNC(=S)N/N=C/c1c(F)cccc1F	-9
8	Cc1ccc(-c2noc(CCC(=O)Nc3ccn(C)n3)n2)cc1	14
9	O=C1C2C3c4ccccc4C(C(=O)O)(c4ccccc43)C2C(=O)N1c1ccccc1C(F)(F)F (centres undefined)	-5
10	COc1ccc(COCC(O)CNC(=O)C2CC2)cc1 (centres undefined)	-5
11	COc1ccccc1-c1nc(C#N)c(NCc2ccccc2Cl)o1	-15
12	Cc1cc(C)n2c(NC3CCCC3)c(-c3cccnc3)nc2n1	2
13	O=C(Nc1ccccc1OC(F)F)c1ccc2ccccc2n1	-4
14	O=S(=O)(Nc1nc2ccccc2nc1NCCc1ccccc1)c1ccc(F)cc1	3
15	CCCCNC(=O)CN1CCN(c2ccc(C(=O)O)cc2NS(=O)(=O)c2cccs2)CC1	-5
16	Cc1ccc(/C=N/Nc2nc(Nc3ccccc3)nc(N3CCCCC3)n2)c(C)c1	-5
17	c1ccc2c(NC34CC5CC(CC(C5)C3)C4)nc(N3CCCCC3)nc2c1	-2
18	COc1ccc(C(=O)/C=C/c2ccc(C(F)(F)F)cc2)cc1F	2
19	Cn1c2cc(C(=O)O)sc2c2cnn(Cc3ccccc3F)c(=O)c21	-2
20	CS(=O)(=O)Oc1ccc2c(c1)O/C(=C\c1ccccc1)C2=O	7
21	O=c1[nH][nH]c2c1[C@@H](c1ccc(F)cc1)O[C@H](CCOCc1ccccc1)C2	3
22	CCc1ccc(-c2csc(Nc3ccc(S(N)(=O)=O)cc3)n2)cc1	9
23	Cc1ccc(CNC(=O)C2CC2)cn1	4
24	CC(C)c1noc(C(C)Sc2nc(-c3ccco3)nc3ccccc23)n1 (centres undefined)	2
25	O=c1[nH]c(=O)n(CCc2ccccc2)c2nccc(-c3ccc(Cl)cc3)c12	-1
26	CC(C)Cn1c(=O)c2ccccc2n2c(SCC(=O)Nc3ccc(F)cc3F)nnc12	4
27	Cc1cc(=O)oc2cc(OC(C)C(=O)NCc3cccnc3)c(Cl)cc12 (centres undefined)	12
28	Cn1nc(C(=O)Nc2cccc3cnccc23)c2ccccc2c1=O	12
29	Cc1cccc(S(=O)(=O)N2CCN(c3ccc(N4CCOCC4)nn3)CC2)c1	2
30	CC(C)(C)C(=O)Nc1ccc(C(=O)Nc2ccc(NC(=O)c3ccc(NC(=O)C(C)(C)C)cc3)c(Cl)c2)cc1	4
31	O=C(COc1cc(O)c2c(=O)cc(-c3ccccc3)oc2c1)NCc1ccc(F)cc1	5
32	CC(C)(C)c1cc(-c2nc3ccccc3[nH]2)cc(C(C)(C)C)c1O	10
33	C[C@H](NC(=O)C[C@@H]1CC[C@H]2[C@@H](COC[C@H](O)CN2Cc2ccc(C(F)(F)F)cc2)O1)c1ccccc1	4
34	Cc1cccc(NC(=O)CSc2nncn2CCc2cccs2)c1C	2
35	Cc1cc(C)n(C(=O)c2cn(C)nc2S(=O)(=O)N2CCN(c3cccc(F)c3)CC2)n1	0
36	COC(=O)C(NC(=O)C(Cc1ccc(OCc2ccccc2)cc1)NC(=O)C(CC(C)C)NC(=O)OC(C)(C)C)C(C)O (centres undefined)	1
37	Cc1ccc(NS(=O)(=O)c2ccc(C)c(C(=O)N(C)C)c2)cc1	4
38	CCOc1ccc(C(=O)N2c3ccccc3NC(=O)C2CC(=O)Nc2cccc(C(F)(F)F)c2)cc1 (centres undefined)	10
39	COc1cc(NC(=O)c2ccc(N3C(=O)C(C)(C)CS3(=O)=O)cc2)cc(OC)c1OC	?
40	CCCCc1nnc(NC(=O)COc2ccc3c(C)cc(=O)oc3c2)s1	-4

# Grouped by structure: the compounds so far containing two or more sulfur atoms
item	molecule	LDHA block
15	CCCCNC(=O)CN1CCN(c2ccc(C(=O)O)cc2NS(=O)(=O)c2cccs2)CC1	-5
22	CCc1ccc(-c2csc(Nc3ccc(S(N)(=O)=O)cc3)n2)cc1	9
34	Cc1cccc(NC(=O)CSc2nncn2CCc2cccs2)c1C	2

# Additional compounds follow:
item	molecule	LDHA block
41	CC(C)NC(=O)COc1ncnc2ccc(Br)cc12	-14
42	O=S(=O)(NCC1(c2ccccc2)CC1)c1ccccc1F	8
43	O=C(Nc1ncn[nH]1)C1CC(=O)N(c2ccc3c(c2)OCCO3)C1 (centres undefined)	2
44	Fc1ccc(F)c(CNCCN2CCCC2)c1	-4
45	CCC1CCCCN1C(=O)COC(=O)c1cccc2c(=O)c(C)c(-c3ccccc3)oc12 (centres undefined)	6
46	O=C(NC1CCN(C(=O)c2ccc3ccccc3n2)CC1)c1ccccc1	0
47	Cc1oc(-c2nc(C#N)c(NCCCN(C)C)o2)cc1S(=O)(=O)N1CCCC1	-7
48	N#Cc1ccc(C2CC(OCCF)=CC(=O)O2)cc1 (centres undefined)	-8
49	O=C(CSc1ncnc2ccccc12)Nc1ccc(F)cc1F	6
50	Cc1ccc(SCc2ccc(C(=O)Nc3c(C)cccc3C)cc2)cc1	11
51	COc1ccc(C2C3=C(CCCC3=O)Nc3c(C#N)cnn32)cc1OC (centres undefined)	-16
52	O=C(O)CCNS(=O)(=O)c1cccc(C(F)(F)F)c1	0
53	CC(C)C(NC(=O)c1ccc(C(C)(C)C)cc1)C(=O)OCC(=O)N1CCCC1 (centres undefined)	1
54	O=C(NC1CCCC1)c1ccc2c(c1)OCCCO2	-1
55	c1ccc(Oc2ccc(CNc3ncccn3)cn2)cc1	-10
56	Clc1ccc(N/N=C/c2cccc(Cl)c2Cl)cc1Cl	7

# The final two entries of the part before open the next one:
item	molecule	LDHA block
55	c1ccc(Oc2ccc(CNc3ncccn3)cn2)cc1	-10
56	Clc1ccc(N/N=C/c2cccc(Cl)c2Cl)cc1Cl	7
57	CC(NC(=O)Cn1nnn(-c2ccccc2)c1=O)c1ccccc1 (centres undefined)	3
58	COc1ccc(NS(=O)(=O)c2cc(C(=O)N3CCCCC3)cs2)cc1	-7
59	N#Cc1nc(-c2cccc3ccccc23)oc1N1CCC(C(N)=O)CC1	8
60	Cc1ccc(CN(C)C(=O)CSc2nc3ccccc3o2)c(C)c1	-16
61	CC(CNC(=O)C1CCCC1)NC(=O)C1CCCC1 (centres undefined)	-3
62	COc1ccccc1/C=C(\C#N)C(=O)Nc1cccc(C(F)(F)F)c1	9
63	NC(=O)c1ccc(COC(=O)c2ccccc2-c2ccccc2)cc1	-3
64	Cc1ccccc1C1CCCN1S(=O)(=O)c1cccc2nsnc12 (centres undefined)	-5

# As entered above:
# compound 6 @ LDHA block = 7
# compound 44 @ LDHA block = -4
# compound 28 @ LDHA block = 12
# compound 35 @ LDHA block = 0
# compound 49 @ LDHA block = 6

# Continuation:
item	molecule	LDHA block
65	CCCc1cc(C(=O)N/N=C2\CC3CCC2(C)C3(C)C)cs1 (centres undefined)	0
66	Fc1ccc(-c2nnc(SCc3ncc(-c4ccccc4)o3)o2)cc1	-2
67	O=C(O)CC1C(=O)NCCN1CCc1ccccc1 (centres undefined)	6
68	CCc1oc2ccccc2c1/C=C(/C#N)C(=O)NC1CC1	-9
69	CS(=O)(=O)Nc1cccc(-c2cc(F)c(S(=O)(=O)N3CCN(S(=O)(=O)c4ccc5c(c4)OCCO5)CC3)cc2F)c1	-5
70	COC(=O)C1=C(C)OC(N)=C(C#N)C1c1ccccc1C(F)(F)F (centres undefined)	2
71	Cc1ccc(C(=O)N/C(=C/c2ccccc2)C(=O)NCCC(=O)O)cc1	4
72	CCCCn1c(=O)n(CC(=O)Nc2ccc3c(c2)CCC3)c(=O)c2c1ncn2Cc1ccco1	6
73	O=c1c2ccc(Cl)cc2ncn1Cc1ncc(-c2ccccc2)o1	10
74	O=C(NC1CCCc2ccccc21)c1ccnc(Cl)c1 (centres undefined)	-2
75	N#C/C(=C/c1ccncc1)C(=O)NCCc1ccccc1	3
76	O=c1oc2ccc(Cl)cc2cc1-c1cn2ccccc2n1	7
77	COc1cc(NC(=O)C(=O)NCCc2ccccc2)ccc1N1CCCCS1(=O)=O	0
78	CCNc1c(NC(=O)Nc2ccc(C)cc2)c(=O)oc2ccccc12	9
79	COC(=O)c1ccc(NC(=O)c2cc(=O)c3cc(C)ccc3o2)cc1	3
80	O=C(Nc1ccc2oc(-c3ccc(F)cc3)cc(=O)c2c1)c1cccs1	-1
81	COc1ccc(OC)c(CCNC(=O)C(CCS(C)(=O)=O)N2Cc3ccccc3C2=O)c1 (centres undefined)	-5
82	CC(C)(C)c1ccc(C(=O)Nc2ccccc2)cc1Br	11
83	COc1ccc(Oc2cc(CNS(=O)(=O)N3CCOCC3)ccn2)cc1	-3
84	CCOC(=O)N1CCN(C(=O)C[C@@H]2C[C@@]3(C(=O)OC)CCCCC=C3N(Cc3ccc4c(c3)OCO4)C2=O)CC1	-2
85	O=C(Cc1n[nH]c(=O)c2ccccc12)OCC(=O)N1CCCC1=O	7
86	CCOc1ccc(-c2[nH]nc3c2C(c2ccc(OCC)c(OCC)c2)C(C#N)=C(N)O3)c(OCC)c1 (centres undefined)	3
87	Cc1ccc(C)c(S(=O)(=O)Nc2nc3ccccc3nc2NCc2ccc3c(c2)OCO3)c1	1
88	Cc1ccc(SCc2cc(=O)[nH]c(Nc3nc(C)c4cccc(Cl)c4n3)n2)cc1	6
89	O=C(Nc1ccc2ccccc2c1)Nc1nnc(-c2ccc(F)cc2)s1	3
90	O=C(O)CCNS(=O)(=O)c1ccc(Cl)c(Cl)c1	7
91	CCCNc1c(NC(=O)c2cccc(OC)c2)c(=O)oc2ccccc12	1
92	COc1ccccc1OCCNc1nc(-c2cccnc2)nc2ccccc12	5
93	CCOC(=O)CNC(=O)Nc1cc(C(=O)NCc2ccc(C)cc2)ccc1N1CCCC1	-6
94	CCn1c(SC(C)C(=O)Nc2ccnn2C(C)C)nnc1C1CC1 (centres undefined)	0
95	Cc1ccc(NC(=O)Nc2cc3c(cc2Oc2ccccc2)n(C)c(=O)n3C)cc1F	7
96	C=C(C)COc1ccc(NC(C)=O)cc1	-13
97	CCCC1CCc2c(sc(NC(C)=O)c2C#N)C1 (centres undefined)	-18
98	Cc1nc(Cl)c(Cl)[nH]1	3
99	COc1ccccc1C(=O)NC1CC1	0
100	CC(C)c1cccc(C(C)C)c1NC(=O)c1cccs1	5
101	CC(C)CNC(=O)NC(=O)CSC1=Nc2ccccc2CS1	-2
102	Fc1cccc(-c2nc3cc(Cl)ccc3o2)c1	0
103	O=C(NCc1ccccc1Cl)C1CCN(c2ncnc3nc[nH]c23)CC1	-5
104	CCc1ccc(Nc2nnc(SCC(=O)Nc3ccnn3C3CCCC3)s2)cc1	5
105	Cn1nc(C(=O)Nc2ccnn2Cc2cccc(Cl)c2)c2ccccc2c1=O	9
106	CCc1ccccc1N/C=C(\C#N)c1nc(-c2ccc(C)c(C)c2)cs1	3
107	O=C(Nc1cccc(C(F)(F)F)c1)c1nc2ccccc2nc1N1CCOCC1	9
108	O=S1(=O)N[C@@H](Cc2ccccc2)COc2cccc(N3CCN(Cc4ccccc4F)CC3)c21	-2
109	Cc1ccc(C(=O)NC(Nc2ccc(C)c(C)c2)C(Cl)(Cl)Cl)cc1 (centres undefined)	5
110	CCC(=O)Nc1c(-c2cc(=O)oc3cc(C)c(Cl)cc23)oc2ccccc12	1
111	CC(C)CNc1oc(/C=C/c2cccs2)nc1C#N	-1
112	Cc1ccccc1NC(=O)CCc1c(C)nn(-c2ccc(N3CCCC3)nn2)c1C	-2
113	O=C(/C=C/c1cccc([N+](=O)[O-])c1)c1ccc2ccccc2c1	0
114	Cn1c(NC(=O)c2ccc(Br)cc2)cc(=O)n(C)c1=O	2
115	O=S(=O)(c1ccc(OC(F)(F)F)cc1)N1CCN(Cc2ncc(-c3ccccc3)o2)CC1	10
116	N#Cc1cccnc1N1CCN(C(c2ccnc3ccccc23)c2nnnn2-c2ccc3c(c2)OCCO3)CC1 (centres undefined)	-1
117	COCCCNC(=O)c1cc2cc(S(=O)(=O)N(C)C)ccc2n1C	4
118	COC(=O)c1ccc(OCc2ccc(C#N)cc2)c(OC)c1	-12
119	Cc1cccc(NC(=O)Cc2nc(-c3cc(C)n(-c4cc(C)on4)c3C)cs2)c1	-3
120	c1coc(CNCCSCc2cccs2)c1	5

# (continued)
item	molecule	LDHA block
121	Cc1nc2cc(F)cc(C(=O)O)c2nc1C	0
122	CC(C)Cc1nc(OCC(N)=O)c(C#N)c2c1CCCC2	6
123	NC(=O)CCS(=O)(=O)CCN1CCN(S(=O)(=O)c2ccccc2)CC1	-10
124	COc1ccccc1C(=O)N1CCC2(CC1)OCCN2S(=O)(=O)c1ccc(F)c(C)c1	1
125	Cn1c(=O)c2c(ncn2CC(=O)Nc2ccc(C(C)(C)C)cc2)n(C)c1=O	-1
126	CC(=O)N1CCC(C(=O)NCCC2=CCCCC2)CC1	-5
127	Cc1ccc(OCC(=O)Nc2ccc3c(c2)nc(CCn2nc(C)cc2C)n3C)cc1	-5
128	CC1(c2nnnn2Cc2ccccc2)CCC(=O)N1CCCN1CCOCC1 (centres undefined)	-1
129	COc1ccccc1NC(=O)c1ccc(-n2cccn2)cc1	6
130	Cc1cc(CSCC(=O)Nc2ccc(C(F)(F)F)cc2)no1	-1
131	COC(=O)c1ccc(COc2ccc3c(=O)c(Oc4ccc(OC)cc4)c(C(F)(F)F)oc3c2)cc1	-1
132	COc1cc(OC)cc(C(=O)Nc2ccc(N3CCCC3)nc2)c1	7
133	Cc1nc2cc(NC(=O)c3cc(S(=O)(=O)Nc4ccc(C)c(C)c4)ccc3Cl)ccc2o1	4

# The list is partial; count on the stated rates, not on these rows.
